# TRPC6 inh: blocks the mouse TRPC6 cation channel | Q61143 | HEK293-TRPC6, membrane potential dye, ACh-evoked depolarization; active compounds read low | B-score at 10 µM | 310,000 tested, 1.1% active;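 active means B-score under library mean minus 3 SD, initial fluorescence not abnormally high, positive integrated signal ratio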;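 further: B-score derived from integrated fluorescence ratio over the kinetic read; more negative B-score means stronger inhibition of depolarization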
# Target sequence (Q61143 whole entry, looked up): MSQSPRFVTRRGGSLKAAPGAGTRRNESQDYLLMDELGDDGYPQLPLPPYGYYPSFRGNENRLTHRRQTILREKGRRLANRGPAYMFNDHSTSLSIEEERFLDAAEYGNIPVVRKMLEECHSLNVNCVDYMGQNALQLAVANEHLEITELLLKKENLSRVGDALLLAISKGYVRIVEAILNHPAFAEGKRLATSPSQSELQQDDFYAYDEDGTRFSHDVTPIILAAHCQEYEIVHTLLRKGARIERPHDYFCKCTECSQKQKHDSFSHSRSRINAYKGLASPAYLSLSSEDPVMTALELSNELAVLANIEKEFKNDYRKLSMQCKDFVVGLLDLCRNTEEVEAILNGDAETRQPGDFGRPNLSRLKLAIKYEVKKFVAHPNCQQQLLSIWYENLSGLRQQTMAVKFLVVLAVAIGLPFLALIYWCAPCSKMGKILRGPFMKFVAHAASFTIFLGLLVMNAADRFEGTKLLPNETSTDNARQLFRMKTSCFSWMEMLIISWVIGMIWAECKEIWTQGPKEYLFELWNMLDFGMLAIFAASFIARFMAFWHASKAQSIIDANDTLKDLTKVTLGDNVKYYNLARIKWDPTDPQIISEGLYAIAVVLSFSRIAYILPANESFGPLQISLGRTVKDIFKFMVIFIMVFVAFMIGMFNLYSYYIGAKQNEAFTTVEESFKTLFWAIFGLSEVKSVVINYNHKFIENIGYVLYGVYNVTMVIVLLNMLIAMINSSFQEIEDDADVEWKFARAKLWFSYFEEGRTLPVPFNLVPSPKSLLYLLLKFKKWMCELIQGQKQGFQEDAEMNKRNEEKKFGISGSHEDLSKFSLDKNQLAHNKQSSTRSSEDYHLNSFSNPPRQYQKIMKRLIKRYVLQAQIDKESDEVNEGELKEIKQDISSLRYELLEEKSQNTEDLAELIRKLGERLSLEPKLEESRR
# TRPC4 PAM: allosteric potentiators of mouse TRPC4 channel; B-score at 10 µM; AID 2227; Q9QUQ5; 310,000 tested, 0.42% active; HEK293 TRPC4beta/mu-opioid, DAMGO EC20, Fluo-4 Ca2+ flux; active compounds read high;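 active means B-score of calcium response area above 5 SD of library B-scores, with initial fluorescence ratio within 5 SD of library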;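 further: B-score of integrated fluorescence ratio over time as area under calcium response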
# MrgX1 antag: blocks BAM8-22 activation of human MrgX1 receptor; AID 588676; 310,000 tested, 1.3% active; MRGX1-HEK293 calcium flux, Fluo-4, BAM8-22 antagonism; active compounds read low; B-score at 10 µM;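 active means calcium-response B-score plate-corrected more than 3 library SD below zero, starting fluorescence within 5 deviations, no agonist response on first addition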;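 further: peak minus trough fluorescence over baseline after final BAM8-22 challenge near maximal dose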
# TRPC4 act: opens the mouse TRPC4 cation channel; Q9QUQ5; HEK293 TRPC4beta/mu-opioid, Fluo4 calcium fluorescence; active compounds read high; B-score at 10 µM; 310,000 tested, 0.49% active;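 active means B-score above 5 SD of library B-scores, and initial fluorescence ratio not above library mean plus 5 SD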;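 further: positive B-score marks a calcium rise read as TRPC4 activation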
#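 Assay system: HEK293 stable line with TRPC4beta plus mu-opioid receptor; schedule: 45 min room-temperature Fluo4 loading, 110 s read; technique: kinetic Fluo4 calcium fluorescence; evaluation: integrated baseline-normalised fluorescence ratio, converted to per-well B score; controls: buffer (low) and maximal DAMGO (high)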
# KLF5 inhibitor: inhibitors of KLF5 expression; DLD-1 KLF5 promoter-luciferase reporter, luminescence; inhibition, % at 5 µM; 290,000 tested, 0.23% active;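 active means inhibition above a per-plate limit of that plate's mean compound inhibition plus 3 SD, cut at about 60% in these data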;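 further: 0% = DMSO wells and 100% = LY294002 at 200 µM; higher means less KLF5 promoter-driven luciferase light; inactives centre near -14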
# HIF activator: HIF pathway transcriptional activation | U2OS HRE-luciferase reporter, luminescence; normalized: DMSO 0%, desferrioxamine 100% | 300,000 tested, 0.32% active | activation, % at 7.5 µM (by protocol);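 active means mean activation of at least 10% of the iron chelator positive control signal, with at least half of replicates also reaching 10%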
# TRPC6 activator: activators of mouse TRPC6 channel; Q61143; HEK293-TRPC6 membrane potential dye fluorescence; active compounds read high; B-score at 10 µM; 310,000 tested, 0.13% active; AID 2550;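 active means B-score of the integrated fluorescence ratio above library mean plus 3 SD, and starting fluorescence ratio within library mean plus 5 SD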;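 further: higher score means more depolarization so channel activation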
# aSyn 5UTR inh: MLPCN primary screen, SNCA 5' untranslated region; alpha-synuclein 5'UTR reporter, inhibitor activity; inhibition, % (tested at 7.5 µM); 300,000 tested, 0.82% active; in the data active means inhibition above about 60%;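 further: H4 neuroglioblastoma cells stably carrying SNCA 5'UTR luciferase fusion; 0% = DMSO wells and 100% = positive control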
# SKKanGAS inh: inhibitors of SKKanGAS S. pyogenes growth in kanamycin (SK-promoter or general growth effect); inhibition, % at 7.5 µM; BacTiter-Glo, 6 h; AID 1662; 300,000 tested, 1.3% active;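 active means mean replicate score, as percent of positive control median, at least 50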;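 further: strain carries kanamycin resistance gene driven by streptokinase promoter and grows in 40 µg/ml kanamycin; loss of luminescence reflects streptokinase promoter inhibition or plain growth inhibition; 0% = median of DMSO wells and 100% = positive control at its reference dose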
# TRPC4 block: TRPC4 (mouse) channel inhibition; HEK293 TRPC4beta/mu-opioid, DAMGO-evoked Fluo4 calcium flux; active compounds read low; Q9QUQ5; 300,000 tested, 0.39% active; AID 2247; B-score at 10 µM;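 active means B-score over 3 SD under the library average, no early fluorescence shift, positive overall ratio signal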
#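 System: stable TRPC4beta/mu-opioid receptor HEK293 cells; Dosing: single-point compound dosing; Measured by: Fluo4 Ca2+ flux fluorescence; Read-out basis: per-well B score of integrated baseline-normalized Fluo4 ratio.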
# IEC-6 cytotox: counter-screen for KLF5 inhibitors: cytotoxicity in IEC-6 cells; inhibition, % at 5 µM; 290,000 tested, 0.78% active; IEC-6 cytotoxicity, luminescence viability; in the data active means inhibition above about 22%;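 further: 0% = plate median of test compound wells and 100% = cytotoxic reference compound wells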
# The depositor's hits bear a star; i = inactive; / = no result given; & = joins results of further samples.
SMILES,TRPC6 inh,TRPC4 PAM,MrgX1 antag,TRPC4 act,KLF5 inhibitor,HIF activator,TRPC6 activator,aSyn 5UTR inh,SKKanGAS inh,TRPC4 block,IEC-6 cytotox
O=C(COc1ccc2c(c1)OCO2)Nc1nccs1,i,i,i,i,-9,-1.3,i,23,21,i,0
O=C(O)/C=C/C(=O)NNC(=O)c1ccccc1Br,i,i,i,i,-32,-0.3,i,-5,-7,i,-2
O=C(Nc1cnc2ccccc2c1)c1cccc(-n2cnnn2)c1,i,i,i,i,-71,1.6,i,-89,-4,i,-1
C=CCn1c(NCc2ccco2)nc2ccccc21,i,34*,i,i,-20,-0.3,i,7,-3,i,-2
COc1ccc(CNC(=O)C2C3C=CC4(CN(Cc5cccnc5)C(=O)C24)O3)cc1 (stereo unspecified),i,i,i,i,-14,-22,i,1,0,i,0
COc1ccccc1CO/N=C/NC(=O)c1c(OC)ccnc1Oc1ccc(F)cc1,i,i,i,i,1,-1.0,i,11,0,i,-7
CCN(CC)c1ccc(C(=O)Nc2cccc(F)c2)cc1,i,i,i,i,-128,2.1,i,-77,-3,i,6
Cc1ccc2c(C)nc(SC(C(=O)c3ccccc3)c3ccccc3)nc2c1 (stereo unspecified),i,i,i,i,16,-0.2,i,33,-1,i,5
Cc1ccc(N(CC(=O)NCC2CCCO2)C(=O)CCC(=O)Nc2nccs2)cc1C (stereo unspecified),i,i,i,i,-17,-0.4,i,11,0,i,-2
Cc1ccccc1CSc1nc2c(c(=O)[nH]1)CCC2,i,i,i,i,0,0.0,i,12,2,i,3
Cc1ccc(S(=O)(=O)NCC(=O)N2CCN(c3ccccn3)CC2)cc1,i,i,i,i,-8,-0.1,i,-1,1,i,2
Cc1ccc(Nc2nc(NCCO)nc3c2cnn3C)cc1Cl,i,i,i,i,-5,0.2,i,6,4,i,-2
COc1cc2ccccc2cc1C(=O)Nc1ccc(NC(=O)c2cccs2)cc1,i,i,i,i,-18,-0.1,i,-4,65*,i,-1
Cc1ccc(S(=O)(=O)N2CCOCC2)cc1NC(=O)COC(=O)COc1cccc2c1OC(C)(C)C2,i,i,i,i,/,0.1,i,-6,-7,i,/
Cc1ccc(-c2csc(NC(=O)c3ccc(C)o3)n2)cc1,i,i,i,i,-6,0.1,i,-3,-14,i,-7
CSc1nc2c(c(=O)n1-c1ccc(F)cc1)SCC2,i,i,i,i,-12,0.5,i,9,8,i,-4
CCC(CC)C(=O)Nc1ccccc1NC(C)=O,i,i,i,i,-1,-0.9,i,7,-2,i,-2
CCn1c2ccccc2c2cc(NC(=O)COC(=O)c3ccc(O)cc3)ccc21,i,i,-7.7*,i,/,0.3,i,7,-14,i,/
O=C(N/N=C1\CCCc2ccccc21)c1ccc([N+](=O)[O-])cc1,i,i,i,i,-16,1.0,i,-82,0,i,-2
OC(Cn1cncn1)c1ccc(Cl)cc1 (stereo unspecified),i,i,i,i,-22,0.1,i,-23,-3,/,-2
N/C(=N\OC(=O)COc1ccc(Cl)cc1)c1cccnc1,i,i,i,i,-26,0.8,i,-42,0,i,2
CCOc1ccc(N2C(=O)CC(SC(=NC)Nc3ccc(F)cc3)C2=O)cc1 (stereo unspecified),i,i,i,i,-9,0.3,i,15,4,i,-3
Cn1c(Cc2ccccc2)[n+](C)c2ccccc21,i,i,i,i,-8,-0.3,i,-16,-2,i,-2
O=C(c1ccccc1)N1CCN(c2ncnc3c(-c4ccccc4)nsc23)CC1,i,i,i,i,-17,3.2,i,-125,35,i,5
CCCCc1ccc(S(=O)(=O)NCCCN2CCCC2=O)cc1,i,i,i,i,-12,-0.1,i,-10,-11,i,-3
CCOc1cccc(C(=O)N(Cc2ccco2)C2CCS(=O)(=O)C2)c1 (stereo unspecified),i,i,i,i,-24,0.2,i,19,-4,i,-2
CCCCc1nc2ccccc2c(NC(=O)CN2CCCC2)c1CCC,i,i,i,i,-12,0.0,i,-19,0,i,-8
O=C(N1CCOCC1)C1(S(=O)(=O)c2ccccc2)CC=CC1,i,i,i,i,-19,0.7,i,8,2,i,9
CN1CCN(C(=O)c2cc3cc(F)ccc3[nH]2)CC1,i,i,i,i,-11,1.0,i,-47,1,i,6
CSCCNC(C)=O,i,i,i,i,-8,-0.2,i,7,15,i,-10
COC(=O)CSc1nc2cc3c(cc2cc1C)OCCO3,i,i,i,i,-23,0.2,i,-4,-4,i,-2
CCOc1ccc(OCc2ccc(C(=O)N(C)c3ccccc3)o2)cc1,i,i,i,i,-67,-1.4,i,-20,2,i,1
COCCNC(=O)Cn1c(=O)n(Cc2ccco2)c(=O)c2ccccc21,i,i,i,i,-28,0.7,i,11,-2,i,0
O/N=C/c1ccccc1Oc1ccc(Cl)cc1,i,i,i,i,-8,-0.9,i,24,-4,-6*,9
COc1ccc(Nc2nc(-c3cccc([N+](=O)[O-])c3)nc3ccccc23)cc1,i,i,i,i,5,0.3,i,48,30,i,-1
O=C(Nc1cccc(-c2cn3c(n2)SCC3)c1)c1ccc(Br)o1,i,i,i,i,-14,/,i,/,/,i,-1
CCN1CCCC1CNC(=O)c1ccc2c(c1)NC(=O)/C(=C\c1ccc(OC)c(OC)c1)S2 (stereo unspecified),i,i,i,i,-10,-1.0,i,-6,-3,i,3
CC1(C)CC(=O)C(C2=NC3(CCCCCC3)Cc3ccccc32)=C(O)C1,i,i,i,i,-2,-0.2,i,0,-8,i,0
O=C(ONC1=NCCCCC1)c1c(F)cccc1F,i,i,i,i,-8,1.1,i,23,-6,i,5
CC1=C(C(=O)OC2CCCCC2)C(c2ccc(N(C)C)cc2)NC(=O)N1 (stereo unspecified),i,i,i,i,-34,-1.4,i,20,2,i,0
O=C(NCc1nc2ccccc2[nH]1)c1ccc(S(=O)(=O)N2CCOCC2)cc1,i,i,i,i,-5,-0.2,i,-7,-18,i,-8
COc1ccc(C)cc1NC(=O)CNC(=O)c1sc2ccccc2c1Cl,i,i,i,i,/,-1.1,i,-6,-9,i,/
CCN(Cc1cc2ccc(C)cc2[nH]c1=O)C(=O)c1ccncc1,i,i,/,i,-26,0.2,i,19,7,i,-6
Cc1cc(/C=C(/C#N)c2nc3ccccc3[nH]2)c(C)n1-c1ccccc1C(=O)O,i,i,i,i,-4,-0.8,i,-1,3,i,-4
CCCCCc1cc(=O)oc2c(C(CCN3CCN(c4ccccc4)CC3)c3ccc4c(c3)OCO4)c(OC)cc(OC)c12 (stereo unspecified),i,i,i,i,/,-0.5,i,25,16,i,/
COCCCn1cc(C(=O)c2cc(OC)ccc2OCC(=O)Nc2cc(C)on2)cc(C#N)c1=O,i,i,i,i,-10,0.1,i,20,-4,i,1
c1ccc(-n2cnnc2SCc2cn3ccsc3n2)cc1,i,i,i,i,-18,-0.3,i,7,1,i,0
N#C/C(=N\Nc1cccc(C(F)(F)F)c1)C(=O)c1csc(-c2cccnc2)n1,i,i,-5.7*,i,-3,-0.2,i,5,34,i,0
Cc1nn(Cc2ccccc2)c(C)c1C(=O)OCC(=O)c1cc(C)n(CC(F)(F)F)c1C,i,i,i,i,10,-0.4,i,15,1,i,-3
Cc1nc2c(o1)CCc1ccccc1C2N1CCN(C)CC1 (stereo unspecified),-9.4*,i,i,i,-7&7,-0.2&-0.2,i,-3&5,0&-4,i,6&0

# Shown tab-delimited: part of the list above
Compound	TRPC6 inh	TRPC4 PAM	MrgX1 antag	TRPC4 act	KLF5 inhibitor	HIF activator	TRPC6 activator	aSyn 5UTR inh	SKKanGAS inh	TRPC4 block	IEC-6 cytotox
CCN1CCCC1CNC(=O)c1ccc2c(c1)NC(=O)/C(=C\c1ccc(OC)c(OC)c1)S2 (stereo unspecified)	i	i	i	i	-10	-1.0	i	-6	-3	i	3
CC1(C)CC(=O)C(C2=NC3(CCCCCC3)Cc3ccccc32)=C(O)C1	i	i	i	i	-2	-0.2	i	0	-8	i	0
O=C(ONC1=NCCCCC1)c1c(F)cccc1F	i	i	i	i	-8	1.1	i	23	-6	i	5
CC1=C(C(=O)OC2CCCCC2)C(c2ccc(N(C)C)cc2)NC(=O)N1 (stereo unspecified)	i	i	i	i	-34	-1.4	i	20	2	i	0
O=C(NCc1nc2ccccc2[nH]1)c1ccc(S(=O)(=O)N2CCOCC2)cc1	i	i	i	i	-5	-0.2	i	-7	-18	i	-8
COc1ccc(C)cc1NC(=O)CNC(=O)c1sc2ccccc2c1Cl	i	i	i	i	/	-1.1	i	-6	-9	i	/
CCN(Cc1cc2ccc(C)cc2[nH]c1=O)C(=O)c1ccncc1	i	i	/	i	-26	0.2	i	19	7	i	-6
Cc1cc(/C=C(/C#N)c2nc3ccccc3[nH]2)c(C)n1-c1ccccc1C(=O)O	i	i	i	i	-4	-0.8	i	-1	3	i	-4
CCCCCc1cc(=O)oc2c(C(CCN3CCN(c4ccccc4)CC3)c3ccc4c(c3)OCO4)c(OC)cc(OC)c12 (stereo unspecified)	i	i	i	i	/	-0.5	i	25	16	i	/
COCCCn1cc(C(=O)c2cc(OC)ccc2OCC(=O)Nc2cc(C)on2)cc(C#N)c1=O	i	i	i	i	-10	0.1	i	20	-4	i	1
c1ccc(-n2cnnc2SCc2cn3ccsc3n2)cc1	i	i	i	i	-18	-0.3	i	7	1	i	0
N#C/C(=N\Nc1cccc(C(F)(F)F)c1)C(=O)c1csc(-c2cccnc2)n1	i	i	-5.7*	i	-3	-0.2	i	5	34	i	0
Cc1nn(Cc2ccccc2)c(C)c1C(=O)OCC(=O)c1cc(C)n(CC(F)(F)F)c1C	i	i	i	i	10	-0.4	i	15	1	i	-3
Cc1nc2c(o1)CCc1ccccc1C2N1CCN(C)CC1 (stereo unspecified)	-9.4*	i	i	i	-7&7	-0.2&-0.2	i	-3&5	0&-4	i	6&0
